MOR-DOR ag: agonists of human mu-delta opioid receptor heterodimerization; P35372+P41143; cells, OPRM1-OPRD1 heterodimerization, luminescence; activation, % at 9.3 µM; hit rate 0.3% among 340,000; AID 504326; in the data active means activation above about 18%;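 further: 0% = vehicle-treated cells and 100% = reference agonist; values of inactives mirror those of a sister screen read the other way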
DSG3 Ab inh: human desmoglein-3 autoantibody binding inhibition. P32926. DSG3-coupled beads, scFv-anti-DSG3-GFP binding, flow cytometry; hits give low values. binding (percent of control), % at 10 µM. hit rate 0.48% among 310,000. AID 588358;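 active means binding more than 3 SD below its plate's average and above zero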;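 further: hits lower antibody fragment binding to DSG3; some compounds called inactive have numbers as strong as hits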
Target sequence (P32926 whole entry, looked up, the tested form may be a part): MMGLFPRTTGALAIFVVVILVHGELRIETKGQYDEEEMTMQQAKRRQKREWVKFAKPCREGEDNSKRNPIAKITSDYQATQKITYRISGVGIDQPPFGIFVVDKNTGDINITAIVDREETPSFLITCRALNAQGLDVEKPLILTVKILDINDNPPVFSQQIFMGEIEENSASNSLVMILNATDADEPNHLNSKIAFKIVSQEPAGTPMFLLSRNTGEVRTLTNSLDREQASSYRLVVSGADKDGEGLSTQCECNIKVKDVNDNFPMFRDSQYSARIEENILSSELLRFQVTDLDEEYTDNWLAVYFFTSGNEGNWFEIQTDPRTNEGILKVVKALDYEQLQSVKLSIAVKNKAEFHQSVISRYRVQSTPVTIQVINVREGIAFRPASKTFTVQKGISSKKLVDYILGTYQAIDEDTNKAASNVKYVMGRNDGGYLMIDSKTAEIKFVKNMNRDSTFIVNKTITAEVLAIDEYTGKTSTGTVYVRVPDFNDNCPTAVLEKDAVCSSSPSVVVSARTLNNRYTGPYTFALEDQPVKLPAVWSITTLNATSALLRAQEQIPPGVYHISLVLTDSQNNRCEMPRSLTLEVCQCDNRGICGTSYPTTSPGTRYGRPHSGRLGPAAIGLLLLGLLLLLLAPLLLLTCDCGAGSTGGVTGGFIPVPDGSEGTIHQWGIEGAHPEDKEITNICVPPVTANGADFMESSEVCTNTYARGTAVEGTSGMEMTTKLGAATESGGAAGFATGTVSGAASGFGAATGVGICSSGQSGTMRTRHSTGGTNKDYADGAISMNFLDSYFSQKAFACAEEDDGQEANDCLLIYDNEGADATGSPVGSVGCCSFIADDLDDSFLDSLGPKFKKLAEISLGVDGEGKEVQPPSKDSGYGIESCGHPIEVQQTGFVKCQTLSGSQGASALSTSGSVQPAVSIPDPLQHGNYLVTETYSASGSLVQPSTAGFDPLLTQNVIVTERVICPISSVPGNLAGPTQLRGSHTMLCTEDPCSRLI
C-LANA FP: KSHV C-LANA DNA binding inhibition. MBP-C-LANA/FAM-LBS DNA binding, fluorescence polarization. inhibition, % at 9 µM. hit rate 0.078% among 340,000;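 active means highest replicate inhibition at or above 60% at 9 µM, even if other replicates fall short; inactive means all replicates below 60% inhibition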;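 further: 0% = neutral control wells and 100% = 4 µM acridine orange control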
V-ATPase pH: yeast V-ATPase proton transport regulation by pHLuorin. S. cerevisiae, pHLuorin cytosolic pH fluorescence. response, % at 10 µM. hit rate 0.37% among 350,000. AID 504577; in the data active means response mostly above about 7.3%, no sharp cut-off; inactive means mostly below about 5.4%; further: actives read high; inactives centre near 0; some compounds called inactive have numbers as strong as hits; reference of the scale not given here
RTF Ca sens inh: cardiac RTF calcium desensitization; IANBD-labeled cardiac RTF, Ca2+ fluorescence; inhibition, % at 7.15 µM; hit rate 0.12% among 340,000;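 active means inhibition above the mean inhibition of all tested compounds plus 3 SD, cut at about 17% in these data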;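 further: assay run at fixed EC70 calcium of 1.6 mM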
Arrestin-AP2 inh: human beta-arrestin and AP2 interaction inhibition; FITC-arrestin peptide / GST-AP2 beads, flow cytometry; AP2 beta2 appendage carries R879A mutation; hit rate 0.31% among 340,000; inhibition, % at 10 µM; AID 504490;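 active means inhibition above a set limit, near 3 SD of compounds lacking own fluorescence, cut at about 54% in these data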;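 further: plate controls were DMSO wells for no effect and 5 µM unlabelled arrestin peptide for full effect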
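Measured by: flow cytometry, FL1 (488/535 nm); Material: AP2 appendage R879A on GSH beads; Evaluation: percent response; Timing: pre-incubation 12 min, peptide binding 1 h, room temperature; Also added: 50 nM FITC-arrestin peptide; Medium: PBS with 0.05% Tween 20 and 0.1% BSA.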
MOR-DOR inv ag: inverse agonists of human mu-delta opioid receptor heterodimerization | P35372+P41143 | cell-based MOR-DOR heterodimer luminescence, inverse agonism | inhibition, % at 9.3 µM | hit rate 0.21% among 340,000; in the data active means inhibition above about 22%, passing the limit was not always enough;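 further: 0% = cells with DMSO and 100% = wells without cells with DMSO; values of inactives mirror those of a sister screen read the other way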
cardiac RTF act: cardiac RTF calcium sensitization | IANBD-labeled TnC RTF fluorescence at EC20 calcium; 0% EC20 calcium, 100% full calcium | activation, % at 7.2 µM | AID 493008 | hit rate 0.24% among 340,000;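 active means activation above the mean over all tested compounds plus 3 SD, cut at about 30% in these data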;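 further: rise in fluorescence read as greater calcium sensitivity of cardiac thin filaments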
Keap1-Nrf2 PPI: Keap1-Nrf2 (human) interaction inhibition | AID 504523 | inhibition, % at 9.4 µM | Keap1 Kelch-Nrf2 peptide fluorescence polarization, 1536-well | Q14145 | hit rate 0.15% among 340,000; in the data active means inhibition above about 12%;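 further: human Keap1 Kelch domain with fluorescein labeled Nrf2 9mer peptide probe; 0% = neutral control wells and 100% = peptide positive control; higher means more block of Keap1 binding to Nrf2 peptide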
Wnt bcat act: activators of Wnt/beta-catenin signaling; Wnt/beta-catenin reporter cell assay, activator, plate reader; activation, % at 9.35 µM; hit rate 1.2% among 300,000; AID 743398; in the data active means activation above about 30%, passing the limit was not always enough;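 further: 0% = neutral control wells and 100% = positive control wells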
Starred values were filed as active, the others as inactive; x = not tested or not shown.

SMILES | MOR-DOR ag | DSG3 Ab inh | C-LANA FP | V-ATPase pH | RTF Ca sens inh | Arrestin-AP2 inh | MOR-DOR inv ag | cardiac RTF act | Keap1-Nrf2 PPI | Wnt bcat act
CCOC(=O)C1=NNC(C(=O)c2ccccc2)C1c1ccc(C)cc1 (centres undefined) | 0.6 | 104 | -2.6 | 1 | 1 | -18 | -3 | 2 | 1 | -3
CC(=O)c1cc2c(cc1NC(=O)c1cccc(S(=O)(=O)N3CCN(C)CC3)c1)OCO2 | -3.2 | 99 | 3.2 | 3 | 0 | 30 | 15 | -2 | -2 | -1
N#Cc1cc(N)ccc1-n1cccc1 | -3.1 | x | -1.0 | 0 | 3 | -2 | 16 | -8 | -9 | -3
O=C(CCNC(=O)c1ccc(Cl)cc1)NCc1ccco1 | -3.0 | 121 | 2.2 | 3 | -1 | 2 | 15 | -3 | 0 | -5
Cc1ccc(N2C(SCC(=O)O)=NC(=Nc3cccc(C)c3)C23CCCC3)cc1 | -1.3 | 98 | 0.5 | -2 | 0 | -2 | 6 | -6 | 0 | 2
Cc1cccc(OCc2nc(-c3nonc3N)no2)c1C | 5.1 | 71 | 0.2 | -1 | -1 | 7 | -25 | 2 | -1 | 62*
O=C(CSc1nnc(CNC(=O)c2cccs2)o1)NCC1CCCO1 (centres undefined) | -2.1 | 82 | 0.7 | 2 | -7 | -7 | 13 | -3 | -2 | 0
COc1ccc(N2CC(C(=O)N[C@@H](CC(C)C)C(=O)NC3CCCCC3)CC2=O)cc1 (some centres undefined) | -1.0 | 102 | 1.5 | -2 | -6 | -6 | 5 | 4 | -3 | -1
N/C(=N\OC(=O)c1ccc(F)cc1)c1ccc(Br)cc1 | 4.0 | 120 | -0.3 | 5 | 4 | 9 | -19 | 2 | -5 | 44*
COC(=O)CCCC(=O)NC1CC(C)(C)Cc2c1cnn2-c1ccc(C)cc1 (centres undefined) | -1.9 | 98 | 0.6 | -1 | -11 | 16 | 9 | -3 | -1 | 3
COc1cccc(CN(C)C(c2ccccc2)c2ccccc2)c1OC | 0.3 | x | -3.1 | -2 | -16 | 0 | -2 | -2 | -5 | 0
CC(=O)Oc1cccc2c1C(=O)c1c(OC(C)=O)cc(C(=O)O)cc1C2=O | 4.6 | 84 | 26 | 5 | -22 | 3 | -25 | 25 | 4 | 1
CCOc1ccc2[nH]c3c(NCCN(C)C)ncnc3c2c1 | -0.8 | 94 | -3.0 | 2 | -12 | -6 | 4 | 0 | -3 | 1
COc1ccc(C)c(NC(=O)NCCc2cnc[nH]2)c1 | -0.3 | 118 | 1.7 | 0 | 2 | 46 | 1 | 11 | 1 | -1
Cc1cccc(NC(=O)CN(c2ccc(C(C)C)cc2)S(=O)(=O)c2c(C)nn(C)c2C)n1 | -1.4 | 101 | 0.8 | -4 | -7 | 1 | 8 | 1 | 4 | 0
COC(=O)c1ccc(NC(=O)CNCc2ccncc2)cc1 | -0.9 | 122 | 1.1 | -2 | -18 | 7 | 5 | -3 | -1 | -3
CCc1ccc2nc(NC(=O)C3CSC4(C)CCC(=O)N34)sc2c1 (centres undefined) | 1.7 | 101 | 0.6 | -1 | -3 | -10 | -11 | -13 | -5 | 26
O=S1(=O)c2ccc(Br)cc2N2CC[C@H](C2)N1Cc1ccc(Cl)cc1 | -2.0 | 100 | -2.6 | 0 | 2 | 3 | 9 | 0 | -6 | -10
C/C(CC(=O)N1CCN(C=O)CC1)=N\NC(=O)c1ccc(Br)cc1 | 0.5 | 93 | -1.5 | 2 | -17 | 8 | -4 | -4 | -5 | -3
Cc1cccc(NC(=S)NCc2ccccc2)c1C | -1.2 | 102 | -0.4 | 0 | 1 | 9 | 6 | -7 | -5 | 0
CC(=O)Nc1ccc(C(=O)Nc2ccc(S(=O)(=O)NCC3CCCO3)cc2)cc1 (centres undefined) | -2.2 | 113 | 0.5 | 3 | -1 | 24 | 10 | 0 | 5 | x
COc1ccc(S(=O)(=O)N(C)C[C@H]2Oc3ccc(NS(=O)(=O)c4ccccc4)cc3C(=O)N([C@H](C)CO)C[C@@H]2C)cc1 | -1.4 | 95 | 3.0 | 2 | 0 | 19 | 7 | -3 | 4 | -1
Cc1nc(N2CCOCC2)c(C#N)c(C)c1Br | 3.8 | 97 | 2.5 | -2 | -1 | -5 | -20 | -7 | 5 | 2
Cc1c(NS(=O)(=O)c2ccc(F)cc2)c(=O)n(-c2ccccc2)n1C | -2.3 | 104 | -0.7 | -2 | -6 | 33 | 12 | 2 | 2 | -2
COCCNC(=O)CSc1nc2nc(C)cc(C)n2n1 | -3.2 | 98 | 0.1 | 2 | -2 | -14 | 17 | 0 | -2 | x

Full records, looked up by structure. Order of values: MOR-DOR ag, DSG3 Ab inh, C-LANA FP, V-ATPase pH, RTF Ca sens inh, Arrestin-AP2 inh, MOR-DOR inv ag, cardiac RTF act, Keap1-Nrf2 PPI, Wnt bcat act
Record of O=C(CCNC(=O)c1ccc(Cl)cc1)NCc1ccco1 = -3.0, 121, 2.2, 3, -1, 2, 15, -3, 0, -5
Record of COc1ccc(S(=O)(=O)N(C)C[C@H]2Oc3ccc(NS(=O)(=O)c4ccccc4)cc3C(=O)N([C@H](C)CO)C[C@@H]2C)cc1 = -1.4, 95, 3.0, 2, 0, 19, 7, -3, 4, -1

Continuation.
SMILES | MOR-DOR ag | DSG3 Ab inh | C-LANA FP | V-ATPase pH | RTF Ca sens inh | Arrestin-AP2 inh | MOR-DOR inv ag | cardiac RTF act | Keap1-Nrf2 PPI | Wnt bcat act
O=C(c1ccc(Br)o1)N1CCN(c2ncccn2)CC1 | 1.5 | 88 | -2.2 | 7 | -11 | 3 | -8 | 2 | -6 | -5
O=C(CCNS(=O)(=O)c1ccccc1)NCC1CCCCC1 | 1.7 | 98 | -0.8 | 2 | -5 | -8 | -11 | -3 | -2 | 2
CCN(C(=O)COC(=O)c1cc([N+](=O)[O-])ccc1N1CCCCC1)C1CCS(=O)(=O)C1 (centres undefined) | -3.8 | 99 | 0.9 | 2 | -1 | 3 | 21 | -4 | 2 | -1
Cc1cccc(NS(=O)(=O)c2cc3c(cc2C)N(C)CCO3)c1 | 3.5 | 99 | 1.0 | -3 | -6 | 15 | -21 | -1 | 2 | 0
O=C(Nc1cccc(-c2cccc(Cl)c2)c1)C1CCN(Cc2ccc(CO)o2)CC1 | 2.6 | 108 | -2.6 | -2 | 2 | -5 | -14 | 4 | -7 | 1
CCOc1ccc2nc(NC(=O)CSc3nc(SC)ns3)sc2c1 | 2.5 | 127 | -0.3 | -6 | 0 | 29 | -15 | -26 | 3 | 0
NC(=O)c1ccccc1NS(=O)(=O)c1ccc2c(c1)OCCO2 | -0.8 | 103 | -0.4 | 2 | -9 | 11 | 4 | 2 | -5 | 0
O=C(NC(=S)NCCOCc1ccc(Cl)cc1)c1cccnc1 | 0.1 | 85 | -0.3 | -7 | -7 | -2 | 0 | 3 | -2 | x
COc1cccc(OC)c1C(=O)Nc1ccc(C(=O)c2ccncc2)cc1 | 0.1 | 105 | 0.4 | -2 | 0 | -3 | -1 | 2 | -2 | -2
O=S(=O)(NCc1cc(-c2ccc(Cl)cc2)no1)c1ccccc1 | 3.7 | x | -0.7 | 1 | -9 | 18 | -22 | -5 | 0 | 3
Cc1cc(NC(=O)CSc2nnnn2-c2ccc(C(C)C)cc2)no1 | 5.2 | 106 | -2.2 | -2 | -3 | -1 | -36 | -3 | -2 | -1
CCc1cccc(NC(=O)CN(C)S(=O)(=O)c2cnc[nH]2)c1 | -0.7 | 104 | 0.5 | -2 | 2 | 3 | 4 | -10 | -2 | x
CCCSc1nc(N)c(C#N)c(-c2ccc(C)cc2)c1C#N | 7.4 | x | -0.1 | 4 | -1 | -9 | -34 | -7 | 2 | -2
COC(=O)C12CCC(C)(c3nc4ccccc4nc31)C2(C)C (centres undefined) | x | 96 | -3.8 | 0 | x | -11 | x | x | -2 | -1
CCN1CCN(C(=O)C2(NC(=O)Nc3ccccc3Cl)CCCCC2)CC1 | -0.7 | 94 | -1.5 | 0 | -4 | -1 | 4 | 2 | -2 | x
CCOC(=O)c1c(NC(=O)CSc2ncccn2)sc2c1CC(C)(C)NC2(C)C | -3.0 | 101 | 1.3 | -1 | 2 | 1 | 16 | 2 | 6 | 2
Cc1cccc(C(=O)N2CC(=O)Nc3ccc(F)cc3C2c2ccc(F)cc2)c1 (centres undefined) | -1.4 | 98 | -1.7 | -3 | -8 | 5 | 6 | 3 | -1 | 1
O=C(NCc1ccc(Cl)cc1)C(=O)N/N=C/c1ccc(Br)cc1 | -0.6 | 96 | -1.5 | 1 | -8 | 18 | 3 | 2 | -2 | -2
O=C(NCCOc1ccccc1)c1cc2ccccc2o1 | 0.6 | 86 | 0.0 | -3 | -4 | 7 | -3 | 0 | -7 | 15
O=C(c1ccc(Cl)c(S(=O)(=O)Nc2ccccc2C(=O)N2CCc3ccccc3C2)c1)N1CCc2ccccc2C1 | 0.6 | 96 | -0.1 | -3 | 9 | -6 | -4 | 4 | -5 | x
CC(=O)Nc1ccc(/C(C)=N/NC(=O)c2ccc(COc3ccccc3Cl)o2)cc1 | 0.6 | 103 | -1.3 | -1 | -14 | -1 | -3 | 10 | -6 | -2
CCOC(=O)c1sc(=S)n(C)c1NC(=O)c1ccc(OC)cc1 | -2.1 | 92 | 1.2 | 0 | 1 | 9 | 11 | 0 | -3 | 6
O=C1CN(C(=O)COC(=O)CNC(=O)c2ccc(Br)o2)c2ccccc2N1 | -1.5 | 106 | 1.0 | 0 | -4 | -15 | 8 | 5 | -2 | 0
CCSC1=NCCN1C(=O)C(C)(C)Oc1ccc(Cl)cc1 | 0.0 | 110 | 0.5 | -1 | -7 | 3 | 0 | 5 | -4 | 0
COc1cc2c(cc1OC)CN(C(=O)CN(C)S(=O)(=O)c1ccc(NC(C)=O)cc1)CC2 | 0.9 | 98 | -0.1 | 1 | 4 | 5 | -6 | -7 | -4 | -1
O=C(COc1ccc(Cl)cc1Cl)N(Cc1ccco1)C1CCS(=O)(=O)C1 (centres undefined) | 0.1 | 92 | 2.0 | 5 | -10 | 13 | 0 | 6 | -1 | 0
Cc1cc(/C=C2\SC(=S)N(Cc3ccco3)C2=O)c(C)n1-c1ccccc1 | -2.5 | 119 | 1.1 | 4 | -26 | -15 | 14 | 25 | 4 | -6

Filtered by structure: those above with an NH in an aromatic ring.
SMILES | MOR-DOR ag | DSG3 Ab inh | C-LANA FP | V-ATPase pH | RTF Ca sens inh | Arrestin-AP2 inh | MOR-DOR inv ag | cardiac RTF act | Keap1-Nrf2 PPI | Wnt bcat act
CCOc1ccc2[nH]c3c(NCCN(C)C)ncnc3c2c1 | -0.8 | 94 | -3.0 | 2 | -12 | -6 | 4 | 0 | -3 | 1
COc1ccc(C)c(NC(=O)NCCc2cnc[nH]2)c1 | -0.3 | 118 | 1.7 | 0 | 2 | 46 | 1 | 11 | 1 | -1
CCc1cccc(NC(=O)CN(C)S(=O)(=O)c2cnc[nH]2)c1 | -0.7 | 104 | 0.5 | -2 | 2 | 3 | 4 | -10 | -2 | x

Just C-LANA FP and DSG3 Ab inh, for three of the compounds above:
molecule | C-LANA FP | DSG3 Ab inh
O=S(=O)(NCc1cc(-c2ccc(Cl)cc2)no1)c1ccccc1 | -0.7 | x
O=C(COc1ccc(Cl)cc1Cl)N(Cc1ccco1)C1CCS(=O)(=O)C1 (centres undefined) | 2.0 | 92
O=C(c1ccc(Br)o1)N1CCN(c2ncccn2)CC1 | -2.2 | 88
